Screening results deposited in PubChem BioAssay by Dana-Farber Cancer Institute and Novartis Institutes for BioMedical Research (Cambridge, Mass).
USP30 block: human USP30 deubiquitinase inhibition; Q70CQ3; purified USP30, Ub-rhodamine cleavage fluorescence; inhibition, % at 25 µM; 47,000 tested, 5.3% active; AID 1645860
USP8 block: blocks human USP8 ubiquitin-rhodamine cleavage; P40818; purified USP8, Ub-rhodamine cleavage fluorescence, 30 min; inhibition, % at 20 µM; 47,000 tested, 4.2% active
Target sequence (P40818 whole entry, looked up): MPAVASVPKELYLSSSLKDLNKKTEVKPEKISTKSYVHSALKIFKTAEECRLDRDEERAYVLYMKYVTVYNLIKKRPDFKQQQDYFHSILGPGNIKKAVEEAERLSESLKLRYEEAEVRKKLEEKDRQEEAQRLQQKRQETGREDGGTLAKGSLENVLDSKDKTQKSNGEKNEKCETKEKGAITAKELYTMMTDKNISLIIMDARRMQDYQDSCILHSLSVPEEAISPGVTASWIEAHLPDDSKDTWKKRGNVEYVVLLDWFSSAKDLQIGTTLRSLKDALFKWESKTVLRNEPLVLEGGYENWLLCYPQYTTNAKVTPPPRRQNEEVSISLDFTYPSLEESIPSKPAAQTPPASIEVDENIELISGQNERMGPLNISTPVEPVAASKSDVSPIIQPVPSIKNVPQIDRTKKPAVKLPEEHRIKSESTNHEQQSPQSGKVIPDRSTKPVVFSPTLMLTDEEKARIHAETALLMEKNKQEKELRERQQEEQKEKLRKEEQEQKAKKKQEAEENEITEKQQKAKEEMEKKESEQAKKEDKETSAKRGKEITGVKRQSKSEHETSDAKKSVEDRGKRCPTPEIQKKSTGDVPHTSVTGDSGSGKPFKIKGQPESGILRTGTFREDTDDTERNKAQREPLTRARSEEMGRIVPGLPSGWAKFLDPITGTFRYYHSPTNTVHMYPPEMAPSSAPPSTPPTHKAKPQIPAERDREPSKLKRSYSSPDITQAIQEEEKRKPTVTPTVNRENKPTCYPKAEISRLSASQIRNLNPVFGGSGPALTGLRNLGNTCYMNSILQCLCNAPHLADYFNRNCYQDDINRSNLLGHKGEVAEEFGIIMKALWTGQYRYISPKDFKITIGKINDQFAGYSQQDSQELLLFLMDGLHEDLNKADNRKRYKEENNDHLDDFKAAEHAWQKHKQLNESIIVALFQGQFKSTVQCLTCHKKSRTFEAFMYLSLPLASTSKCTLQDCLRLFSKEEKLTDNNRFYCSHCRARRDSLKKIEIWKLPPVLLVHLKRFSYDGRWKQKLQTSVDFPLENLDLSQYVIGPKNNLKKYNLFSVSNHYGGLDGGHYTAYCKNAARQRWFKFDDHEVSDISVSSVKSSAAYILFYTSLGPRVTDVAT
USP28 inh: blocks human USP28 ubiquitin-rhodamine cleavage; Q96RU2; purified USP28, Ub-rhodamine cleavage fluorescence, 30 min; inhibition, % at 25 µM; 47,000 tested, 3% active
OTUD3 inh: human OTUD3 deubiquitinase inhibition; Q5T2D3; purified OTUD3, Ub-rhodamine fluorescence, 2 h; inhibition, % at 25 µM; 47,000 tested, 0.7% active
USP10 block: human USP10 deubiquitinase inhibition | purified USP10, Ub-rhodamine fluorescence, 60 min | inhibition, % at 20 µM | 47,000 tested, 1.1% active | AID 1645856
UCHL1 inh: human UCHL1 deubiquitinase inhibition; 47,000 tested, 0.2% active; P09936; purified UCHL1, Ub-rhodamine cleavage fluorescence; inhibition, % at 20 µM
USP17 inh: human USP17-like deubiquitinase inhibition; A8MUK1; purified USP17, Ub-rhodamine cleavage fluorescence, 3 h; inhibition, % at 50 µM; 47,000 tested, 6.5% active; AID 1645855
USP7 block: blocks human USP7 ubiquitin-rhodamine cleavage; 47,000 tested, 0.3% active; Q93009; inhibition, % at 20 µM; purified USP7, Ub-rhodamine cleavage fluorescence; AID 1645854
* hit, by the source's call; i = inactive; / = no result given. Rule as the data show it: active = inhibition above about 30%; inactive = the rest. Rows were taken by chance (roughly 14% active in at least one column).

UCHL1 inh,USP7 block,USP17 inh,USP30 block,OTUD3 inh,USP28 inh,USP10 block,USP8 block,structure
0,-2,17,-28,-10,-6,1,2,COc1cccc(NC(=O)c2cn(-c3cc(N4CCOCC4)ncn3)cn2)c1
-2,0,-4,1,1,-6,-1,-52,COc1ccc2c(CCN=C(NC(=O)/C=C/c3cc(OC)c(OC)c(OC)c3)Nc3nc(C)cc(C)n3)c[nH]c2c1
4,4,-4,17,3,5,-2,0,Cn1nccc1-c1ncc2c(c1C(=O)O)CCN(Cc1ccccc1)C2
0,8,12,12,-3,2,3,16,CN(C)c1ccc(NC(=O)C2c3ccccc3Oc3ccccc32)cc1
-2,-2,-12,-25,-1,51*,-1,-8,Cc1ccc2c(c1)N(Cc1nc(-c3ccc(F)cc3)no1)C(=O)CO2
7,-45,66*,83*,32*,41*,24,36*,CCc1nc2c(C#N)c(-c3ccc(Cl)cc3)ccn2n1
3,6,1,9,6,5,7,1,c1ccc(CN(Cc2ccccc2)c2ncnc3c2cnn3-c2ccccc2)cc1
-161,-133,-198,i,-164,-239,-7,-16,CC(C)N1c2ccccc2CN(Cc2ccncc2)CC1C (stereo not drawn)

(continued)
UCHL1 inh,USP7 block,USP17 inh,USP30 block,OTUD3 inh,USP28 inh,USP10 block,USP8 block,structure
1,-5,/,-10,-7,-2,-3,-15,CCc1ccc(NC(=O)c2cnc(N3CCN(C)CC3)nc2C)cc1
2,5,44*,34*,9,19,4,9,O=C1C(NS(=O)(=O)Cc2cccc(F)c2)CCN1c1ccccc1 (stereo not drawn)
0,2,1,6,5,0,0,5,Cc1noc(-c2ccnc(-n3ncc(C(=O)N4CCCC4)c3C)c2)n1
-5,-3,-4,5,-1,-1,-1,-15,COC(=O)c1ccc2c(=O)n(CCCCCC(=O)N3CCN(c4ccccn4)CC3)c(=O)[nH]c2c1
0,-2,-25,-36,-13,-5,3,-1,Cc1cccc(NC(=O)Cn2cnc(S(=O)(=O)N3CCc4ccccc43)c2)c1
1,-3,3,0,-4,12,1,0,COc1ccc2nc(NC(=O)Cc3c[nH]c4ccccc34)sc2c1
5,5,7,2,3,3,-1,9,CCCc1nc(C2CN(C(=O)c3cscn3)CCO2)n[nH]1 (stereo not drawn)
0,4,3,11,10,3,0,0,CCOc1ccc(NC(=O)C2C3C=CC4(O3)C2C(=O)N(C2CC2)C4C(=O)NC2CCCCC2)cc1 (stereo not drawn)

Further structures follow.
UCHL1 inh,USP7 block,USP17 inh,USP30 block,OTUD3 inh,USP28 inh,USP10 block,USP8 block,structure
3,3,-11,0,0,-3,10,-4,O=C(c1cc(-c2ccncc2)n[nH]1)N1CCN(c2ccccc2F)CC1
5,4,2,7,6,4,-1,-10,COc1cccc(CN2CC[C@@H]3CNS(=O)(=O)[C@@H]3CC2)c1
3,3,18,12,8,1,-3,-6,COc1ccccc1C(=O)NCc1nnc(SCC(=O)Nc2cccc(C)c2C)n1C
2,3,22,20,10,7,3,84*,COc1ccc(CNC(=O)c2c(O)c3cccnc3n(-c3ccccc3)c2=O)cc1
2,7,16,34*,21,16,3,19,Cc1nc2ncccc2c(=O)n1-c1ccc(NC(=O)c2ccc(F)cc2F)cc1
-1,1,-13,0,-5,-9,3,-63,O=C(CSc1cn(CC(=O)N2CCCCC2)c2ccccc12)NCCc1ccccc1
5,-10,12,40*,16,17,8,11,COc1ccccc1NC(=O)N1CCCC1c1nc(-c2cccc(Cl)c2)no1 (stereo not drawn)
0,2,-7,23,1,7,-2,-22,COc1cc(CNCc2cccnc2)ccc1OCc1ccccc1F

Next section
UCHL1 inh,USP7 block,USP17 inh,USP30 block,OTUD3 inh,USP28 inh,USP10 block,USP8 block,structure
0,-3,33*,59*,8,2,-4,5,Cc1nn(-c2cccc(F)c2)c2c1c(C)c(CCC(=O)NCc1ccccn1)c(=O)n2C
-8,-15,-16,-31,-8,-10,-6,-11,O=C1NCc2ccccc2CC12CCN(Cc1ccc(F)cc1)C2 (stereo not drawn)
3,0,-18,-75,-16,2,0,-38,CC(C)CCN1Cc2c(C(=O)Nc3cccnc3)ncn2-c2ccccc2S1(=O)=O
-34,-21,-37,-136,-33,-40,-7,-18,O=c1[nH]c(Cn2c(-c3cncs3)nc3ccccc32)nc2ccccc12
-1,-12,-13,5,-2,1,-1,0,CCn1c(C)c(-c2nc(C3CC3)no2)c(S(=O)(=O)Nc2ccccc2)c1C
-3,4,11,25,16,13,-2,3,CN(C)C(=O)CN1C(=O)[C@]2(C)[C@H](c3ccccc31)[C@@H](C(N)=O)CN2C(=O)C1CCCCC1
-1,3,5,-10,0,4,1,9,COc1ccccc1NC(=O)N1CCc2nc3ccccc3n2CC1
2,3,7,12,1,9,-1,12,O=C(NCc1cn2cc(Cl)ccc2n1)c1ccccc1F

(continued)
UCHL1 inh,USP7 block,USP17 inh,USP30 block,OTUD3 inh,USP28 inh,USP10 block,USP8 block,structure
-1,0,1,6,2,1,0,-5,Cc1ccc(C(=O)N2CCC(Nc3ncnc4c3CCC4)C2)s1 (stereo not drawn)
-2,-1,/,-12,-8,0,4,-14,Cc1ccc(C)c(NC(=O)c2cc(-c3cccnc3)n[nH]2)c1
0,1,-13,-6,-3,-8,11,-3,CC(CCc1ccccc1)NC(=O)Cn1ncc2c(=O)oc3ccccc3c21 (stereo not drawn)
0,2,-14,-1,0,-10,0,-71,Cc1cc(-c2ncc(C)[nH]2)nc(C2CCN(S(C)(=O)=O)CC2)n1
-7,-4,-28,-57,-11,-25,-7,-54,O=C(O)C[C@@H]1CCN(C(=O)C2CC2)C[C@@H]1CC1=NCCc2cc(F)ccc21
9,-8,13,35*,18,15,9,13,N#Cc1ccc(CC(C(=O)Nc2ccc3c(c2)OCO3)C(=O)c2ccccc2)cc1 (stereo not drawn)
0,4,19,-7,3,0,3,4,Cn1cc(-c2cnc(-c3ccccc3)nc2)cc1C(=O)NC1CC1
-1,6,0,-7,3,-6,6,5,O=C(COC(=O)c1ccccc1Nc1ccccc1)Nc1ccc2ccccc2c1

Going on with the list.
UCHL1 inh,USP7 block,USP17 inh,USP30 block,OTUD3 inh,USP28 inh,USP10 block,USP8 block,structure
-2,-7,-15,-22,-4,-8,1,-4,CCC(C)n1nnc2cc(S(=O)(=O)N3CCC(C(=O)N4CCOCC4)CC3)ccc21 (stereo not drawn)
2,7,19,21,18,17,-3,29,O=C(CCCN1C(=O)c2cccc3cccc(c23)C1=O)OCC(=O)N1CCOCC1
0,1,-17,-4,-4,-3,1,-8,COc1cccc(OCc2nc3c4cnn(C)c4ncn3n2)c1
3,3,5,21,9,7,2,4,COc1ccc2c(c1)c1ncn(CCCN3CCOCC3)c(=O)c1n2C
-3,-2,0,19,0,-10,6,0,COc1ccc(N(C(=O)CCCC(=O)Nc2ccccn2)C(C(=O)NC2CCCCC2)c2ccc(Cl)cc2)c(OC)c1 (stereo not drawn)
-2,1,-30,-18,-1,-8,-2,-6,O=C(NCc1ccco1)[C@H]1CC[C@@H]2[C@@H](CCN2C2CCC2)O1
0,0,-15,-17,-10,-12,1,-8,CCCN1CCN(C(=O)c2ccc(-c3ccc(C(C)=O)cc3)o2)CC1
-2,-2,-9,6,-12,75*,5,-11,CS(=O)(=O)N1CCc2cc(C(=O)Nc3ccc(Cc4ccncc4)cc3)ccc21

Entries of single compounds as entered above. Order of values: UCHL1 inh, USP7 block, USP17 inh, USP30 block, OTUD3 inh, USP28 inh, USP10 block, USP8 block
`CCCN1CCN(C(=O)c2ccc(-c3ccc(C(C)=O)cc3)o2)CC1` is entered as 0, 0, -15, -17, -10, -12, 1, -8
`O=C(NCc1ccco1)[C@H]1CC[C@@H]2[C@@H](CCN2C2CCC2)O1` is entered as -2, 1, -30, -18, -1, -8, -2, -6

Going on with the list:
UCHL1 inh,USP7 block,USP17 inh,USP30 block,OTUD3 inh,USP28 inh,USP10 block,USP8 block,structure
0,-3,/,-47,-18,-17,-3,-45,Cc1ccc(CN2CC[C@H](c3nc4c(C(N)=O)cccc4[nH]3)C2)cc1
0,6,-5,-13,-6,-8,0,7,Cc1ccc(CNC(=O)c2ccc3nn(CC(=O)NC(C)C)c(=O)n3c2)cc1
2,2,-14,-24,-1,-1,-3,2,Cc1cc(N(C)C)nc(N2CCN(S(=O)(=O)c3ccccc3)CC2)n1
-3,0,3,-2,-2,-6,0,8,Cc1ccc(C(=O)NCCc2nc3cccnc3n2C)c(C)c1
-3,-3,-7,-6,-2,-9,-2,5,CCS(=O)(=O)N1CCC2(CN(c3ccccc3)C(=O)CN2C)C1 (stereo not drawn)
2,0,-2,7,3,9,-2,-34,CCCCC(=O)N1CCCC1c1nnc(C(=O)Nc2cccc(F)c2)s1 (stereo not drawn)
0,-2,-10,-9,-7,-1,0,-2,COC(=O)c1cc(NC(=O)c2ccccc2)ccc1N1CCOCC1
-2,0,-26,-99,-12,-18,-5,-131,COc1ccccc1NC(=O)N1CCn2cccc2C1c1cccs1 (stereo not drawn)
-3,7,9,14,14,6,16,34*,COC(=O)c1cc2c(ccn2-c2ccc(F)cc2)n1CC(=O)NC1CCCCC1
4,5,3,0,6,0,-1,16,CC(C)c1noc(CN2CCC(C3CCCCCN3C(=O)c3ccccc3)CC2)n1 (stereo not drawn)
-2,-1,-6,-1,-7,-7,0,-46,O=S(=O)(c1ccc(F)cc1)N1CCC2(CC1)COCCN(Cc1ccncc1)C2

Structures listed so far containing an NH in an aromatic ring, in the order listed:
UCHL1 inh,USP7 block,USP17 inh,USP30 block,OTUD3 inh,USP28 inh,USP10 block,USP8 block,structure
-2,0,-4,1,1,-6,-1,-52,COc1ccc2c(CCN=C(NC(=O)/C=C/c3cc(OC)c(OC)c(OC)c3)Nc3nc(C)cc(C)n3)c[nH]c2c1
-5,-3,-4,5,-1,-1,-1,-15,COC(=O)c1ccc2c(=O)n(CCCCCC(=O)N3CCN(c4ccccn4)CC3)c(=O)[nH]c2c1
1,-3,3,0,-4,12,1,0,COc1ccc2nc(NC(=O)Cc3c[nH]c4ccccc34)sc2c1
5,5,7,2,3,3,-1,9,CCCc1nc(C2CN(C(=O)c3cscn3)CCO2)n[nH]1 (stereo not drawn)
3,3,-11,0,0,-3,10,-4,O=C(c1cc(-c2ccncc2)n[nH]1)N1CCN(c2ccccc2F)CC1
-34,-21,-37,-136,-33,-40,-7,-18,O=c1[nH]c(Cn2c(-c3cncs3)nc3ccccc32)nc2ccccc12
-2,-1,/,-12,-8,0,4,-14,Cc1ccc(C)c(NC(=O)c2cc(-c3cccnc3)n[nH]2)c1
0,2,-14,-1,0,-10,0,-71,Cc1cc(-c2ncc(C)[nH]2)nc(C2CCN(S(C)(=O)=O)CC2)n1
0,-3,/,-47,-18,-17,-3,-45,Cc1ccc(CN2CC[C@H](c3nc4c(C(N)=O)cccc4[nH]3)C2)cc1
